Bioassay records (PubChem)
HCV NS3 hel inh: inhibitors of HCV NS3 helicase, primary screen, biochemical, Cy5 molecular beacon fluorescence; AID 1800, 2009; inhibition, % at 10.9 µM; Hepatitis C virus NS3 helicase; 290,000 tested, 0.56% active; NS3 helicase DNA unwinding;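 active = inhibition above the mean of all tested compounds plus 3 SD, set per campaign, cut at about 35% in these data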;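 also: 0% = DMSO wells and 100% = thioflavine S control wells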
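Assay system – hepatitis C virus NS3 helicase domain fragment enzyme · Buffer or medium – MOPS pH 6.5, MgCl2, DTT, Tween20, BSA · Reagent – Cy5/quencher beacon DNA duplex and ATP to start · Compound – single 10.9 µM dose · Timing – 1 h at 25 °C · Technique – Cy5 beacon fluorescence read at start and 1 h · Measure – % inhibition of unwinding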
UBC9 SUMO inh: inhibitors of in vitro SUMOylation cascade, primary screen, biochemical, HTRF, uHTS | SUMO-conjugating enzyme UBC9 (Homo sapiens), P63279 | HTRF SUMOylation assay, SAE1/SAE2 + UBC9 | inhibition, % at 35 µM | 290,000 tested, 0.36% active | AID 2006, 2009; in the data active = inhibition above about 50%, passing the limit was not always enough; also: strong numbers were not always called active
Target sequence (P63279 whole entry, looked up): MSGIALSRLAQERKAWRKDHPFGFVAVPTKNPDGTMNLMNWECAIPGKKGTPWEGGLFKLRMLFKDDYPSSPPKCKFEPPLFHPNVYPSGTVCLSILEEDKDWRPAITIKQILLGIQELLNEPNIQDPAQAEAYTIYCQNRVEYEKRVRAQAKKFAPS
CRFR2-BP antag: antagonists of CRF-BP/CRF-R2 complex, primary screen, cell-based, HEK293, calcium dye fluorescence, uHTS; AID 588475, 2011; inhibition, % at 11.8 µM; CRF-induced calcium fluorescence; 350,000 tested, 0.59% active;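 active = inhibition of the ligand-induced calcium signal above about 50% at the single tested concentration, limit read from the data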
MEKK2 mut-MEK5: MEK5 binding signal on mutant MEKK2 PB1, primary screen, biochemical, multiplex bead flow cytometry, Alexa488-MEK5. percent response, % at 10 µM. Alexa488-MEK5 binding to MEKK2 mutant. 290,000 tested, 0.35% active. AID 1530, 2009; in the data active = percent response above about 24%, passing the limit was not always enough; also: inactives centre near 1; some results filed as inactive read as strong as hits; reference of the scale not given here
GalR3 antag: GalR3 antagonists in HEK293 cells, primary screen, cell-based, fluorescence readout; Galanin receptor type 3 (Homo sapiens), O60755; HEK293 GalR3-CNG cAMP membrane potential fluorescence; galR3 body fused to GalR1 C-terminus; inhibition, % at 3 µM; 360,000 tested, 0.44% active; AID 651719, 2012;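 active = inhibition above the screen-wide average plus 3 SD, cut at about 13% in these data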;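 also: forskolin and galanin both at EC90 stimulate the cells; cAMP rise reported by CNG channel membrane potential dye signal; 0% = forskolin plus galanin with DMSO and 100% = forskolin alone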
Target sequence (O60755 1-299 limits assumed): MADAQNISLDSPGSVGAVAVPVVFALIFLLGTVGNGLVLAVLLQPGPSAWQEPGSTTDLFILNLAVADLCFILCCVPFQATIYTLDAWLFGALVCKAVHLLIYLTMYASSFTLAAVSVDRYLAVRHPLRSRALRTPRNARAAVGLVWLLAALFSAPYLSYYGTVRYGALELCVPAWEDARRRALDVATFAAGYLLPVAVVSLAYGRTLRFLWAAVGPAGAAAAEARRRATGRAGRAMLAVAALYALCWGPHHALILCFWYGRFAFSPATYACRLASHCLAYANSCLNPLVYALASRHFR
CRFBP-R2 agonist: agonists of CRF-BP/CRF-R2 complex, primary screen, cell-based, HEK293, calcium dye fluorescence, uHTS | AID 588473, 2011 | 350,000 tested, 0.46% active | calcium dye fluorescence (FLIPR); percent of saturating CRF peptide response | CRF-binding protein / CRF receptor 2 complex (human) | activation, % at 13.2 µM;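 active = activation of at least 50%, plus an integration ratio under a set limit after plate pattern correction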;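 also: plate controls were neutral control wells without compound for no effect and CRF at EC100 for full effect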
MEKK2wt PB1 HTS: modulators of MEK5 binding to wildtype MEKK2, primary screen, biochemical, multiplex bead flow cytometry, Alexa488-MEK5 | 290,000 tested, 1.1% active | Alexa488-MEK5 binding to MEKK2 WT; actives lie on both sides | binding response (% of control), % at 10 µM | Mitogen-activated protein kinase kinase kinase 2 (Homo sapiens), Q9Y2U5; in the data active = binding response below about 67% or above about 130%
DNA FID counter: compounds displacing fluorescent DNA intercalator, primary screen, artefact control for HCV NS3 helicase inhibitor project, biochemical, FID fluorescence; AID 1845, 2009; DNA fluorescent intercalator displacement; inhibition, % at 7.9 µM; 290,000 tested, 0.17% active; in the data active = inhibition above about 37%;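 also: 0% = vehicle and 100% = reference compound; higher means more ethidium bromide displaced from hairpin DNA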
MEKK3 PB1 HTS: modulators of MEKK3-MEK5 PB1 binding, primary screen, biochemical, wildtype MEKK3, multiplex bead flow cytometry, Alexa488-MEK5; bead-based flow cytometry, Alexa488-MEK5 binding to MEKK3; actives lie on both sides; 0 = blocked by unlabeled MEK5, 100 = vehicle; binding response (% of control), % at 10 µM; 290,000 tested, 1.4% active; AID 1529, 2009;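 active = binding response more than 3 SD above or below the average of its plate-row segment, actives on both sides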;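 also: Alexa488 bead fluorescence after subtracting the streptavidin-only scavenger bead signal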
* marks the source's active call; other numbers are inactive results; x = not tested or not shown; [ ] = another dose, or the depositor's remark. Some of the compounds tested; rates above refer to the full screens.

Fields – HCV NS3 hel inh, UBC9 SUMO inh, CRFR2-BP antag, MEKK2 mut-MEK5, GalR3 antag, CRFBP-R2 agonist, MEKK2wt PB1 HTS, DNA FID counter, MEKK3 PB1 HTS
> O=C(O)CNS(=O)(=O)c1ccc2c3c(cccc13)C(=O)N2
→ 26, 38, 9, -1, -11, 11, 97, -8, 99
> CC(OC(=O)c1oc2ccccc2c1COc1ccccc1)C(N)=O (stereo unspecified)
→ -4, 45, -26, x, -7, -0.1, x, -17, x
> Cc1ccc(-c2nc(CSCC(=O)N3CCCC3)c(C)o2)cc1
→ -3, 24, 13, -4, -4, 0.1, 96, -28, 101
> CC(CNC(=O)C(=O)NC(C)CCc1ccccc1)Cc1ccccc1 (stereo unspecified)
→ -1, 22, -13, -1, -4, 1.1, 99, -13, 100
> CCOc1ccc(NC(=O)Nc2cnccn2)cc1
→ -14, 9, 0, -13, -7, -1.1, 91, 2, 101
> O=C(NNC(=S)Nc1ccc(Br)cc1)c1cccnc1
→ 0, -2, 0, 11, -8, -1.1, 107, -9, 104
> NC(=O)CSc1nc(C2CC2)nc2sc3c(c12)CCCC3
→ 3, -1, -13, -10, -6, -0.2, 87, 2, 98
> COC(=O)C(C)SC1=N/C(=C/c2ccc(-n3cncn3)cc2)C(=O)N1 (stereo unspecified)
→ 6, 22, 5, 5, 5, -4.7, 110, -14, 116
> Cc1cnc(C(=O)OCC(=O)N=c2sccn2Cc2ccccc2Cl)cn1
→ -3, 20, -8, 8, 0, 0.8, 103, -17, 102
> Cc1ccc(C(=O)NCCC(=O)N2CCCC2)cc1
→ 9, 14, -6, 2, -2, 1.1, 100, -3, 102
> Cc1ccc(C(=O)CSc2nnc(CNc3ccc(C)cc3C)n2Cc2ccco2)cc1
→ 23, 15, -8, -5, -5, 0.9, 95, -21, 99
> Cc1cc(NC(=O)CSc2nnnn2-c2ccccc2F)no1
→ 13, -4, -8, 1, -10, -2.1, 103, -7, 103
> CC1=C(C(=O)OC2CCCCC2)C(c2cccc([N+](=O)[O-])c2)NC(=O)N1 (stereo unspecified)
→ 7, 4, 25, 0, -10, -1.1, 100, -21, 100
> CCCc1c(C(=O)OCC)[nH]c2c1C(=O)CCC2
→ -8, 2, 1, 0, 2, -2.3, 98, -5, 99
> Cc1cc2ccccc2n1CCNC(=O)c1ccc(S(=O)(=O)N2CCCCC2)cc1
→ -2, -64, -50, -7, x, 5.6, 79, -36, 82*[inhibitor]

Additional results follow:
Fields – HCV NS3 hel inh, UBC9 SUMO inh, CRFR2-BP antag, MEKK2 mut-MEK5, GalR3 antag, CRFBP-R2 agonist, MEKK2wt PB1 HTS, DNA FID counter, MEKK3 PB1 HTS
> C#CCNC(=O)C1=C[C@H](c2ccc(C(F)(F)F)cc2)[C@@H](CCCO)[C@H](OCC)O1
→ -1, -11, 2, -3, -2, -1.1, 101, -28, 99
> Cc1c(CC(=O)O)c(=O)oc2cc3occ(-c4ccc(F)cc4)c3cc12
→ 4, 32, -25, 2, -7, 0.6, 97, -27, 103
> CCOc1ccc(C2c3[nH]c4ccccc4c3CCN2C(=O)Cn2cncn2)cc1 (stereo unspecified)
→ -10, 2, -36, -7, -4, -0.6, 90, -36, 101
> Cc1cc(Br)cc(Br)c1OCC(=O)NNC(=O)c1ccoc1C
→ 11, 0, -8, 3, 1, 1.6, 102, -23, 100
> Cc1cc(-c2ccccc2)n(-c2ccc(C(N)=O)cc2)n1
→ -2, 16, 8, 11, -1, -1.4, 112, -12, 99
> O=C1/C(=C/c2cccnc2)SC(=S)N1N1CCOCC1
→ 6, 27, -12, -1, -2, 2.6, 101, -8, 99
> O=C1c2[nH]nc(-c3ccccc3O)c2C(c2ccc(F)cc2)N1Cc1ccco1 (stereo unspecified)
→ -7, 3, -28, -2, -4, 0.1, 100, -17, 102
> CN(C[C@H](CC1CCCCC1)N(C[C@H](Cc1ccccc1)N(CCc1ccccc1)N=O)N=O)N=O
→ -6, -4, -5, 3, -4, 1.2, 102, -12, 107
> COCC(=O)Nc1ccc(-c2cn3cccnc3n2)cc1
→ 5, 29, 19, 1, -7, 6.7, 99, -1, 98
> COc1ccc(S(=O)(=O)N2CCOCC2)cc1NC(=O)CCc1c[nH]c2ccccc12
→ -3, 5, 29, -1, -3, 1.4, 99, -10, 101
> CCOC(=O)N1CCN(C(=O)COc2ccc(Br)cc2Cl)CC1
→ -3, 1, -3, -6, -3, -2.6, 97, -22, 96
> C/C(=N\NC(=O)CC1(C)OCCO1)c1cccs1
→ 46*, 6, -8, -1, -4, -1.4, 103, -4, 98
> O=C(Cn1nc(-c2ccco2)ccc1=O)Nc1cc(Cl)ccc1Cl
→ 13, 18, -7, -3, -2, 0.1, 95, -28, 102
> CCN(CC)S(=O)(=O)c1ccc2[nH]c(=O)cc(C(=O)Nc3cccc(C(C)=O)c3)c2c1
→ -5, -9, -7, -3, -6, 0.2, 99, -7, 104
> Cc1sc2ncnc(OCC(=O)NCC3CCCO3)c2c1C (stereo unspecified)
→ -4, 10, 5, -1, -5, 0.0, 95, 0, 103

(cont.)
Fields – HCV NS3 hel inh, UBC9 SUMO inh, CRFR2-BP antag, MEKK2 mut-MEK5, GalR3 antag, CRFBP-R2 agonist, MEKK2wt PB1 HTS, DNA FID counter, MEKK3 PB1 HTS
> N#Cc1nc(-c2ccc(F)cc2)oc1N1CCC(C(N)=O)CC1
→ 2, 5, 13, 1, -12, -0.7, 104, -7, 105
> CCC(C)(C(=O)NC1CCCC1)N(C(=O)CNC(C)=O)c1ccccc1 (stereo unspecified)
→ 0, -9, 9, 2, -3, 0.1, 103, -3, 102
> Nc1cc(=O)[nH]c(SCCOc2ccccc2)n1
→ 0, -5, -20, -5, -4, 0.9, 92, -4, 96
> CCOc1ccc(N2CC(C(=O)Nc3nnc(Cc4ccc(OC)cc4)s3)CC2=O)cc1 (stereo unspecified)
→ -6, 24, -21, 9, -4, 0.7, 102, -43, 105
> Cc1c(Cl)cccc1NC(=S)NC1CC1
→ 0, -2, 20, -1, 0, 1.7, 96, 0, 95
> CN(C)CCCN1C(=O)c2oc3ccc(Cl)cc3c(=O)c2C1c1cccnc1 (stereo unspecified)
→ -12, -9, 5, 15, x, 1.7, 121, 5, 111
> CCOC(=O)c1cn(-c2ccc(F)c(F)c2F)c2c(F)c(F)c(F)cc2c1=O
→ 1, 18, -10, 3, 8, -1.2, 103, -3, 100
> CCCCn1c(N)c(N(CC)C(=O)c2cc(Br)ccc2Cl)c(=O)[nH]c1=O
→ -5, 4, -1, -3, -6, 2.2, 100, -3, 103
> COc1ccc(-c2nn(-c3ccccc3)cc2C(=O)N2CCOCC2)cc1
→ -1, 21, -5, 4, -6, 1.1, 104, -15, 104
> CCOc1ccc(CNc2ccc(CNc3ncn[nH]3)cc2)cc1
→ -3, -9, 29, -1, -2, 1.0, 97, -7, 103
> CC(=O)c1ccc(N2CCN(C(=S)Nc3cccc(Cl)c3)CC2)cc1
→ 13, 3, 8, -1, -6, 2.6, 99, 2, 100
> CCOC(=O)c1c(C)oc2ccc(OC(=O)COc3c(F)c(F)c(F)c(F)c3F)cc12
→ -10, 8, -43, -2, -5, 17, 94, 3, 93
> O=C(NCCc1csc(-c2cccnc2)n1)c1cccc2ccccc12
→ -3, 1, -12, -7, x, -0.4, 93, -15, 89
> O=S(=O)(Nc1ccccc1)c1ccc(-c2csnn2)cc1
→ 21, -7, -5, 0, -1, 0.3, 105, -3, 105
> O=C(CSc1nc2ccccc2s1)NC1CCS(=O)(=O)C1 (stereo unspecified)
→ 6, 4, 8, 2, -5, 0.4, 104, 2, 106

(more compounds)
Fields – HCV NS3 hel inh, UBC9 SUMO inh, CRFR2-BP antag, MEKK2 mut-MEK5, GalR3 antag, CRFBP-R2 agonist, MEKK2wt PB1 HTS, DNA FID counter, MEKK3 PB1 HTS
> CC(=O)Nc1ccc(S(=O)(=O)N2CCN(CC(=O)NC3CCCC3)CC2)cc1
→ -2, -8, -14, 3, -1, 32, 102, 2, 99
> COc1cc(C(=O)NCc2nnc(SCC(=O)c3ccc(Cl)cc3)o2)cc(OC)c1OC
→ -10, -4, 7, 2, -9, -1.5, 102, -46, 101
> O=C(NCC(=O)N(CC1CCCO1)C(C(=O)NC1CCCCC1)c1ccccc1)c1ccco1 (stereo unspecified)
→ -3, 14, 2, 2, -4, 0.2, 105, -6, 105
> O=C(C1CCN(S(=O)(=O)c2ccccc2F)CC1)N1CCc2ccccc2C1
→ -2, 9, -1, -4, 2, -0.6, 98, -30, 102
> CCCC(C)NC(=O)Cc1ccccc1 (stereo unspecified)
→ 20, -12, 9, 1, 3, -0.3, 98, -12, 97
> COc1ccccc1OCC(=O)Nc1nc2c(s1)CCCC2
→ -4, -2, 5, 0, -8, 0.7, 100, -25, 99
> COc1ccccc1NC(=O)CCc1nnc2ccc(NCc3ccco3)nn12
→ 6, 5, -1, 2, 2, -2.2, 95, -29, 97
> CCCN1CC(=O)N2C(c3cccc(OC)c3OC)c3[nH]c4ccccc4c3C[C@H]2C1=O (stereo partly specified)
→ -6, -9, -30, 4, -8, 29, 102, -39, 99
> COc1ccc(-n2ccn3c(CCC(=O)N4CCN(c5cccc(C)c5C)CC4)nnc3c2=O)cc1
→ 3, x, -9, -3, 0, -2.0, 102, -30, 103
> O=C(Nc1ccc(F)cc1)N1CCCCCC1
→ -8, 7, 11, 7, -3, 2.4, 105, -2, 101
> O=C(CSCc1nc2ccccc2[nH]1)N1CCN(c2ccc(F)cc2)CC1
→ -1, 9, -11, 0, 4, -2.9, 97, -16, 97
> CNC(=S)N1CCn2cccc2C1c1ccc(F)cc1 (stereo unspecified)
→ 0, 8, -18, -3, -4, -0.6, 103, 0, 102
> COc1ccc(N2C(C(C)=O)=NN(c3ccccc3)C2c2cccs2)cc1 (stereo unspecified)
→ 4, 5, x, -2, 3, x, 99, 2, 98
> O=C(Cn1cnc2ccccc2c1=O)NCC1COc2ccccc2O1 (stereo unspecified)
→ -1, 14, 17, 5, -2, 3.7, 100, -6, 103
